Source: PubChem BioAssay
NPR2 activator: human GC-B receptor activators, primary screen, HEK293 GC-B cells, cGMP TR-FRET, EC30 CNP; activation, % at 10 µM; 0% at EC30 CNP, 100% saturating CNP; Atrial natriuretic peptide receptor 2 (Homo sapiens), P20594; hit rate 0.11% among 370,000;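 active = activation at 10 µM reaching about 35% in either raw or pattern-adjusted values, limit read from the data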
SIAE primary: human SIAE inhibitors, primary screen, biochemical, fluorescence polarization, FP-Rh probe, 1536-well HTS; SIAE FP-Rh probe binding; inhibition, % at 9.66 µM; hit rate 0.69% among 370,000; AID 1053197, 2014;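 active = inhibition above a cutoff: mean of compounds within the control limits plus 3 SD of those, cut at about 17% in these data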;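 also: 0% = plate median of compound wells and 100% = probe without SIAE protein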
PRMT1 FP inh: PRMT1 methyltransferase inhibitors, primary screen, biochemical, fluorescence polarization; Protein arginine N-methyltransferase 1 (Homo sapiens), Q99873; recombinant PRMT1, activity-based probe fluorescence polarization; inhibition, % at 2.79 µM; hit rate 1.3% among 370,000; AID 652257, 2013;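 active = inhibition above about 21% made by adding two undisclosed values, limit read from the data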
rCAG binder: binders of r(CAG) RNA repeats, primary screen, biochemical, fluorescence; inhibition, % at 3 µM; hit rate 1.3% among 370,000; r(CAG) RNA repeat, TO-PRO-1 dye displacement fluorescence; AID 651821, 2012;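 active = inhibition above the plate cutoff, the mean of all test compounds on that plate plus 3 SD, cut at about 35% in these data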;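 also: 0% = DMSO alone and 100% = 100 µM mitoxantrone as full dye displacement; higher means more dye released from RNA so lower well fluorescence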
MBD2 DNA inh: inhibitors of MBD2 binding to methylated DNA, primary screen, biochemical, TR-FRET, DNA-binding domain, human | Methyl-CpG-binding domain protein 2 (Homo sapiens), Q9UBB5 | MBD2 binding to methylated oligonucleotide | inhibition, % at 4.4 µM | hit rate 0.31% among 370,000 | AID 686964, 2013; in the data active = inhibition above about 13%
Target sequence (Q9UBB5 whole entry, looked up, the tested form may be a part): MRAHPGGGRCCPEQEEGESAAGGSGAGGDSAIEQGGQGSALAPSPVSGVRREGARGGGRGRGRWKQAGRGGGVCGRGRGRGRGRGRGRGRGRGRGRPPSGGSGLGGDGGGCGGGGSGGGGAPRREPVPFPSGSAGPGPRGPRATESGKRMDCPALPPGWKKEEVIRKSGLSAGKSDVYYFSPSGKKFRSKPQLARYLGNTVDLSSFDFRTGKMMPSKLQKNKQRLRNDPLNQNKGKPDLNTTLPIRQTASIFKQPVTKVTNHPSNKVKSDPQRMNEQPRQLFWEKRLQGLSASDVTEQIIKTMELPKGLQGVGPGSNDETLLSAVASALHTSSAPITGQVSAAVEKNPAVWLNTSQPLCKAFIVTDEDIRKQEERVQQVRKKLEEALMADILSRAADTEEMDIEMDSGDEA
HTRA1 inh: HTRA1 serine protease inhibitors, primary screen, biochemical, fluorescence polarization, HTS; Q92743; recombinant HTRA1, FP-rhodamine activity-based probe; inhibition, % at 5.96 µM; hit rate 0.5% among 340,000; in the data active = inhibition above about 36%;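 also: 0% = enzyme with DMSO and 100% = wells lacking enzyme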
mABHD4 FP: ABHD4 inhibitors, primary screen, biochemical, fluorescence polarization, mouse; (Lyso)-N-acylphosphatidylethanolamine lipase (Mus musculus), Q8VD66; purified mABHD4, FP-Rh probe fluorescence polarization; inhibition, % at 8.92 µM; hit rate 0.54% among 370,000;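 active = inhibition exceeding the mean over every tested compound plus 3 SD, cut at about 30% in these data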;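 also: 0% = plate median of compound wells and 100% = S159A mutant with DMSO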
Target sequence (Q8VD66 whole entry, looked up): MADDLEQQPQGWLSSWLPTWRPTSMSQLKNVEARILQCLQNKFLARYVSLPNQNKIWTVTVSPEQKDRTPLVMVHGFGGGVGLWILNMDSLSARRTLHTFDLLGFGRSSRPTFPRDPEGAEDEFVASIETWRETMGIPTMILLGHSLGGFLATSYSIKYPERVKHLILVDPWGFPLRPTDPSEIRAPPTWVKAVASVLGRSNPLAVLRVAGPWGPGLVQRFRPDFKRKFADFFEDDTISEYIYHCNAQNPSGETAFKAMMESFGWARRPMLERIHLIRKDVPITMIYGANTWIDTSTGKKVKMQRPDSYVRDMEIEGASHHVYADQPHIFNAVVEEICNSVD
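Doses – 8.92 µM, single dose · Material – wild-type mouse ABHD4 protein · Replication – single well per compound (singlicate) · Measure – percent inhibition of probe binding, normalized to plate controls · Schedule – 45 min compound pre-incubation plus 60 min probe step, 25 °C · Detection – fluorescence polarization with parallel and perpendicular emission, 525/598 nm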
TDP2 inh: human TDP2 enzyme inhibitors, primary screen, biochemical, epi absorbance, recombinant enzyme; Tyrosyl-DNA phosphodiesterase 2 (Homo sapiens), O95551; T5PNP hydrolysis, p-nitrophenol absorbance 415 nm; inhibition, % at 12.8 µM; hit rate 0.34% among 370,000; AID 720702, 2013;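 active = inhibition above the mean of all tested compounds plus 3 SD, set per campaign, cut at about 25% in these data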;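 also: 0% = DMSO with enzyme and 100% = buffer with substrate but no TDP2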
Target sequence (O95551 whole entry, looked up): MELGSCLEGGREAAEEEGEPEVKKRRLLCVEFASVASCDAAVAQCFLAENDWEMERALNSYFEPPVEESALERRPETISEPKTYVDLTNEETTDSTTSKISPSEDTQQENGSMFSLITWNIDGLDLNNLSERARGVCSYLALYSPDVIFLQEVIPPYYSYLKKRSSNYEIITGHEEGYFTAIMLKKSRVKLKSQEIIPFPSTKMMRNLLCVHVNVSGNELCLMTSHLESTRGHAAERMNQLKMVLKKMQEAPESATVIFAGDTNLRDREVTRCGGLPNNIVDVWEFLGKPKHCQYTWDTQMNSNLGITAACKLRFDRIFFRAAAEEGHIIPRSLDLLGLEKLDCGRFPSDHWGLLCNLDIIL
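Test system: human TDP2 enzyme; Input: 120 nM TDP2 per well; Buffer or medium: Mg2+-containing Tris-HCl buffer, pH 7.5; Reagent: 5 mM T5PNP; Dosing: 12.8 µM single point, 1% DMSO; Incubation: reaction 2 h, 37 °C; Detection: p-Nitrophenol epi absorbance; Read-out: % inhibition relative to enzyme-containing and enzyme-free wells; Replicates: single well per compound.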
TCR CD3 inh: inhibitors of human TCR-CD3 interaction, primary screen, biochemical, fluorescence, TAMRA-labeled TCR probe; T-cell receptor (TCR); inhibition, % at 9.4 µM; hit rate 0.37% among 360,000; AID 651800, 2012; in the data active = inhibition above about 19%;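 also: recombinant mutant TCR 2C K166C tagged with TAMRA read by polarization; 0% = receptor in buffer alone and 100% = receptor with positive control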
LEDGF integ inh: blockers of LEDGF/p75-dependent integrase strand transfer – biochemical, TR-FRET, high throughput, primary screen; HIV-1 integrase (with human LEDGF/p75); TR-FRET IN-LEDGF/p75 DNA integration, Eu/Cy5; inhibition, % at 3.7 µM; hit rate 0.64% among 370,000; AID 743269, 2014;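 active = inhibition above the screen-wide mean plus 3 SD, cut at about 13% in these data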;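 also: signal is the Cy5 over europium emission ratio at 671 and 618 nm; 0% = plate median of compound wells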
* = called active by the depositor; x = no result given. An excerpt. The share of hits here may be higher or lower than overall.

#	molecule	NPR2 activator	SIAE primary	PRMT1 FP inh	rCAG binder	MBD2 DNA inh	HTRA1 inh	mABHD4 FP	TDP2 inh	TCR CD3 inh	LEDGF integ inh
1	CC(=O)Nc1cccc(C(=O)/C=C/c2ccc(F)cc2)c1	7	6	2	0	4	-18	-12	-8	-2	0
2	COc1ccc(C2/C=C\CN(C(=O)OCc3ccccc3)CC(=O)N2Cc2ccc(F)cc2)cc1 (stereo unspecified)	1	-3	1	4	2	-17	-1	0	3	1
3	COC(=O)c1ccc(C)c(NC(=O)CCCN2C(=O)NC(C)(C)C2=O)c1	2	-3	3	-3	1	5	1	0	-11	-6
4	COc1ccc(N(CC(=O)NC(C)c2ccccc2)S(=O)(=O)c2c(C)noc2C)cc1 (stereo unspecified)	-3	-2	-2	-3	1	1	2	-10	0	-1
5	Cc1c(C(=O)N2CCN(c3ccccc3F)CC2)sc2ncn(CC(=O)N3CCOCC3)c(=O)c12	1	9	-4	-2	-2	8	-1	-2	0	-1
6	CC(Oc1ccccc1F)C(=O)NNC(=O)c1cccc(S(=O)(=O)N2CCN(C)CC2)c1 (stereo unspecified)	3	6	-4	1	-4	8	-1	4	3	4
7	CCc1nc2ccc(C(=O)NCCCn3ccnc3)cn2c1N(C)Cc1cccs1	2	2	-3	-3	3	x	1	-1	0	0
8	O=C(NCCS(=O)(=O)N1CCN(c2ccccc2)CC1)c1ccccc1F	-5	-12	0	-9	1	-3	6	-21	3	-2
9	Cc1cc(C)cc(N(CCC#N)C(=O)COC(=O)c2nc3nc(C)cc(C)n3n2)c1	-5	-4	0	-9	-5	-1	-1	3	10	1
10	FC(F)(F)c1ccc(-c2nnc(-c3cccnc3)o2)cc1	3	-3	-3	-6	2	6	-2	14	5	1
11	CCOc1ccc(C(=O)NNC(=O)CCNC(=O)c2ccc(Br)cc2)cc1OC	1	-3	2	-1	-1	4	-4	-2	-1	-1
12	C=CCN(C1CCCCC1)S(=O)(=O)c1ccc2c(c1)oc(=O)n2C	0	3	1	0	4	-7	3	4	-3	-2
13	O=C1NC(c2ccccc2OC(F)F)Oc2ccccc21 (stereo unspecified)	3	6	-4	-2	-3	-1	-1	15	1	-1
14	CCc1ccc(C(=O)COC(=O)c2ccco2)cc1	3	3	1	-1	-5	-2	10	7	10	3
15	CC(C)C(=O)NC(c1cccc([N+](=O)[O-])c1)c1c(O)ccc2ccccc12 (stereo unspecified)	-9	-1	2	0	-2	-2	-3	7	-3	-4
16	COc1ccc(O)c(C(=O)c2cnn(C(=O)c3cccc(S(=O)(=O)N(C)C)c3)c2)c1	-4	2	5	1	7	4	-9	-7	0	3
17	O=C(O)c1cc(-c2ccc3c(c2)OCO3)nc2ccc(Br)cc12	-2	-9	4	18	-4	-11	-2	2	-1	-1
18	Cc1ccc(C(=O)c2ccccc2C(=O)O)cc1C	6	0	0	3	-5	-1	3	13	5	4
19	CC1(C)C(=O)Nc2ccccc2N1C(=O)COC(=O)COc1ccc(C#N)cc1	-1	2	8	-2	8	-2	7	15	-1	-1
20	COc1ccccc1CN1CC(C(=O)N(C)Cc2ccc(C)o2)CCC1=O (stereo unspecified)	1	2	11	-4	-4	-1	3	14	-10	1
21	Cc1cc(=O)oc2c3c(cc(OCC(=O)N[C@H](C(=O)O)c4ccccc4)c12)OC(C)(C)CC3	3	2	3	33	-6	-8	2	6	-8	18*
22	COc1ccccc1-c1cc(C(F)(F)F)c(C#N)c(=O)[nH]1	-1	1	-1	9	-2	-9	-10	2	2	4
23	COC(=O)c1sccc1N/N=C/c1cccc(Oc2ccccc2)c1	-1	4	-3	5	-5	-1	-2	8	-2	0
24	COc1ccccc1N(CC(=O)NCc1ccccc1)S(=O)(=O)c1cccs1	-3	-1	-1	3	1	4	2	-10	4	5
25	COc1ccc(CC2(CO)CCN(Cc3cccn3-c3ccccn3)CC2)cc1	-18	-1	0	-6	1	5	-2	-1	0	2
26	Cn1c(=O)c2c(ncn2CC(=O)OCCCC(=O)c2ccc(Br)cc2)n(C)c1=O	1	-7	-5	-1	1	10	-2	-2	3	7
27	Cc1cccc(C(=O)NCC(c2ccc(F)cc2)N2CCOCC2)c1 (stereo unspecified)	0	2	1	4	0	5	-2	13	-7	-2
28	O=C(OCCCCOC(=O)c1ccccc1)c1ccccc1	8	14	-2	-5	-1	-3	-2	10	4	1
29	C#CCOCCOCCOCCNc1nc(N2CCN(C(=O)C(Cc3cc4ccccc4[nH]3)n3cc(C(N)Cc4ccc(O)cc4)nn3)CC2)nc(N2CCN(C(=O)C(CCC(=O)O)n3cc(C(N)C(C)CC)nn3)CC2)n1 (stereo unspecified)	5	7	2	0	3	3	5	-2	1	1
30	O=C(CCCn1c(=S)[nH]c2cc3c(cc2c1=O)OCO3)NCc1ccco1	7	9	3	-2	2	5	6	4	-5	-4
31	COc1ccc(C)cc1Nc1cc(C)nc2ncnn12	4	8	-1	2	-3	2	3	-2	-4	0
32	CN1CCN(C(=O)c2cc3c(c(-c4cccc(C#CC(C)(C)O)c4)n2)[C@@H](CCO)N(S(=O)C(C)(C)C)C3)CC1 (stereo partly specified)	-4	-1	0	2	-5	x	1	-3	1	6
33	O=C(N/N=C\c1ccccc1OCc1ccccc1)c1ccco1	-4	-10	2	2	3	-18	-15	-15	-8	-3
34	COc1ccc(CNC(=O)N2CCc3ccccc3C2)cc1Cl	3	-6	-3	-5	0	-5	6	-7	0	1
35	CCOC(=O)N1CCN(C(=O)COC(=O)c2cc(Cl)c(O)c(Cl)c2)CC1	-1	1	0	3	3	-3	-4	12	3	-1
36	COc1ccc(-c2nc(SCC(=O)NC3CCCC3)c(-c3ccc(OC)cc3)[nH]2)cc1	3	18*	4	7	1	7	9	-8	-2	-5
37	CNC(=O)CCCCCNS(=O)(=O)c1ccc(C)cc1	0	-1	2	2	3	3	-6	-10	-2	-3
38	CC(=O)Nc1c(C(=O)c2ccc(F)cc2)oc2ccccc12	2	5	1	2	4	-6	-2	-4	7	3
39	CC(=O)c1[nH]c(C)c(C(C)=O)c1C	-2	4	-2	0	-2	-1	-2	1	3	-1
40	N/C(Cc1ccc([N+](=O)[O-])cc1)=N\OC(=O)c1ccc(Br)o1	-5	6	-4	2	-3	-16	2	2	0	1
41	COCCNC(=S)NCCCNc1nc2cc3c(cc2cc1C#N)OCO3	-5	2	8	-1	1	1	6	2	-2	-1
42	O=C(Nc1ccccc1O)N1c2ccccc2Sc2ccccc21	-3	6	4	9	5	-7	-7	-3	-4	-6
43	COc1cc(NC(=O)CN2C(=O)C(c3ccccc3)=NC23CCCCCC3)cc(OC)c1	8	0	-1	5	-2	-42	-3	-9	6	1
44	Cc1ccc(NC(=O)CSc2nccn(-c3ccc4c(c3)OCCO4)c2=O)cc1	-1	-3	19	3	-5	-6	-1	12	10	4
45	COc1cc(C)ccc1S(=O)(=O)n1nc(C)cc1C	3	-1	2	-3	4	-3	2	9	-6	-5
46	CN(C)c1nc(OCCNC(=O)COc2ccc(Cl)cc2Cl)nc(N(C)C)n1	-17	6	1	-3	1	-6	-7	5	9	-3
47	COc1ccc(F)cc1-c1cc(C(=O)NCc2cc(C(F)(F)F)cc(C(F)(F)F)c2)[nH]n1	8	-20	1	1	-1	x	-24	-13	8	5
48	O=C(N/N=C/C=C\c1cccc([N+](=O)[O-])c1)c1cccnc1	-6	-2	-3	0	-2	2	3	-5	-7	4
49	NC(=O)NC(=O)COC(=O)CCSc1ccccc1	5	-12	-4	-2	0	2	-12	-9	2	1
50	COc1ccccc1-c1nnc(SCC(=O)Nc2c(Cl)cccc2Cl)o1	7	-7	9	-1	-4	-13	-6	-9	-4	6
51	O=[N+]([O-])c1ccc(Nc2nc(Cl)nc(NCCO)n2)cc1	8	-1	-5	7	-3	0	-5	4	13	1
52	Cc1cccc(NC(=O)CSc2nc(=O)n3ccccc3n2)c1C	-4	0	4	0	-1	6	1	13	-3	-5
53	Cc1c(NS(=O)(=O)c2cc(C(=O)NCCN(C)C)ccc2Cl)c(=O)n(-c2ccccc2)n1C	7	11	-1	0	-7	1	1	-14	10	5
54	CCOc1ccc(S(=O)(=O)NCCC(=O)NNC(=O)c2ccc(F)cc2)cc1	-1	-8	3	-1	3	2	-2	9	-3	-2
55	COc1cc(SC)ccc1C(=O)OCC(=O)N1CCN(C(C)=O)CC1	2	0	-1	-2	2	-2	-4	6	0	0
56	O=C(NC1CCSc2ccccc21)c1cc(S(=O)(=O)N2CCOCC2)ccc1F (stereo unspecified)	0	-4	-3	1	-3	1	-5	1	3	2
57	O=C(NCc1ccccn1)C(=O)N/N=C/c1ccc2c(c1)OCO2	0	7	-2	0	-2	-4	4	3	-2	-6
58	Cc1ccc(CNC(=O)Nc2ccc(Cl)cc2)cc1	6	1	-5	1	-4	-3	-6	-8	8	1
59	CC1CC(C)CN(C(=O)CSc2nnc(-c3ccc(Cl)cc3)o2)C1 (stereo unspecified)	-2	4	-1	-2	-2	1	-4	-1	2	-2
60	C=CCn1c(SCC(=O)Nc2cc(C)on2)nc2c([nH]c3ccccc32)c1=O	-5	-5	-2	4	-2	-1	11	2	7	-1

Complete entries, quoted from the list. Order of values: NPR2 activator, SIAE primary, PRMT1 FP inh, rCAG binder, MBD2 DNA inh, HTRA1 inh, mABHD4 FP, TDP2 inh, TCR CD3 inh, LEDGF integ inh
COc1ccccc1-c1nnc(SCC(=O)Nc2c(Cl)cccc2Cl)o1 as listed: 7, -7, 9, -1, -4, -13, -6, -9, -4, 6
Cc1ccc(CNC(=O)Nc2ccc(Cl)cc2)cc1 as listed: 6, 1, -5, 1, -4, -3, -6, -8, 8, 1

Next section
#	molecule	NPR2 activator	SIAE primary	PRMT1 FP inh	rCAG binder	MBD2 DNA inh	HTRA1 inh	mABHD4 FP	TDP2 inh	TCR CD3 inh	LEDGF integ inh
61	N=c1c2c(ncn1Cc1ccco1)Oc1cc(O)ccc1C2c1ccccc1 (stereo unspecified)	-4	3	-2	4	1	-12	-3	12	8	1
62	CCOc1ccc(C(C)=O)cc1COC(=O)c1cnc(Cl)c(Cl)c1	-13	4	-3	0	1	2	-10	0	-1	6
63	O=C(O)CCCC(=O)NCCc1cccc(Cl)c1	3	-2	2	0	-2	-3	12	0	2	-3
64	O=C1C2C3C=CC(C3)C2C(=O)N1c1ncn[nH]1 (stereo unspecified)	6	-1	-3	-1	5	0	2	-7	2	2
65	Cc1n[nH]c(=O)c2c(NC(=O)CSc3nncn3C(C)C)oc(C)c12	3	0	5	2	6	4	-3	5	-4	-4
